Source: PubChem BioAssay (Broad Institute)
RAD54 inh = blocks human RAD54 Holliday junction branch migration; FAM/BHQ fluorescence; hit rate 0.14% among 360,000; Q92698; inhibition, % at 10.4 µM;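 active = mean normalized replicate activity at least 40 and at least half of replicates scoring 40 or more; inconclusive = only one of the two criteria met; inactive = mean below 40 and under half of replicates reaching 40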;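 note: 0% = median of neutral control wells and 100% = median of positive control wells; inhibitors cause a drop in the FAM fluorescence signal; in these data hits start at about 50%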
XiGFP reactiv = reactivates the inactive X chromosome in mouse fibroblasts | XiGFP mouse fibroblasts, % GFP-positive cells imaging, 3 d; cells co-treated with 5-aza-dC sensitizer; scaled so ellipticine positive control = 100% | activation, % at 7.58 µM | hit rate 0.055% among 360,000 | AID 743238;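 active = mean normalized replicate activation at least 10% and every replicate at or above 10%; inconclusive = only one of the two criteria met; inactive = mean below 10% and not all replicates reach 10%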;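 note: 0% = median of on-plate neutral control wells and 100% = ellipticine 6 µM median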
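System: XiGFP fibroblasts, SV40-immortalized. Medium: DMEM plus 5-aza-dC sensitizer. Doses: single point. Timing: 3 d treatment, 15 min room-temperature fixation. Control set: ellipticine 6 µM.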
DENV2 CPE rescue = DENV2-induced cell death inhibition; AID 651640; DENV2-infected cells, cytopathic effect rescue, plate reader; hit rate 1.7% among 350,000; CPE inhibition, % at 9.99 µM; in the data active = CPE inhibition above about 20%, passing the limit was not always enough; inconclusive = no clear call, values can overlap the other calls; tested in BHK-21 cells;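 note: 0% = median of neutral control wells and 100% = median of positive control wells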
F508del corr = correctors of CFTR F508del function in bronchial epithelial cells | CFBE cells, YFP halide quenching; stimulated with forskolin plus potentiator P3; % fluorescence drop versus neutral controls | activity (quench increase), % at 7.58 µM | hit rate 0.36% among 350,000 | AID 720511;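 active = mean added fluorescence quench of at least 8% versus neutral control, with both replicates also reaching 8%; inconclusive = only one of the mean or replicate conditions met; inactive = mean below 8% and not both replicates reaching 8%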;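 note: cells transiently co-express mutant CFTR-F508del with the halide-sensitive YFP; corrector assay measuring rescue of mutant channel to the surface after 24 h compound exposure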
E-selectin induc = induces E-selectin expression in human endothelial cells. HUVEC E-selectin immunofluorescence imaging; normalized: neutral wells 0, TNF-alpha wells 100. activation, % at 7.58 µM. hit rate 0.37% among 260,000;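 active = mean E-selectin-positive cell signal at least 10% of the positive control, reached in at least 60% of replicates, without over 20% cell loss; inconclusive = no rule given, readout overlaps actives, possibly toxicity-flagged; inactive = the rest, including those meeting only one limit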;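 note: in these data hits start at about 27%; measured in HUVEC primary endothelial cells; signal is the percent of cells scored E-selectin positive by PE staining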
Target sequence (P16581 whole entry, looked up): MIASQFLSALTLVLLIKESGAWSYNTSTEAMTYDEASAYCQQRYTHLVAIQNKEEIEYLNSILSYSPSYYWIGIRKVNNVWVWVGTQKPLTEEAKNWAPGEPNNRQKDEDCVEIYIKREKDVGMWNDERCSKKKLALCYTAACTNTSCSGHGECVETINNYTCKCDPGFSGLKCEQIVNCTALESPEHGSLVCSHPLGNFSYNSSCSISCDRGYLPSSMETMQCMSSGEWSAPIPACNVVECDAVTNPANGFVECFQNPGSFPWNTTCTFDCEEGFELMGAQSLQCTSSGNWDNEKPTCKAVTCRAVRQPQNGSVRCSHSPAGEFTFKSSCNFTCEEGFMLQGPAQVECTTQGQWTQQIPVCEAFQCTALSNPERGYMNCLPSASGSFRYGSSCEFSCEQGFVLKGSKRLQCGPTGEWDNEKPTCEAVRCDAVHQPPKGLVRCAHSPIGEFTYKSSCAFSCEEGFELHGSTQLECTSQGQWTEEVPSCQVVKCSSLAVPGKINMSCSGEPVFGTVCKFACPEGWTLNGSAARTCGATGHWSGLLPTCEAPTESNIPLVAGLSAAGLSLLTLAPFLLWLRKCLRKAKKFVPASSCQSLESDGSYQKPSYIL
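Assay system: HUVEC primary endothelial cells. Input: 3,000 HUVEC seeded per well. Doses: one compound dose added by pin transfer. Read-out basis: % PE-positive cells. Benchmarks: TNF-alpha high, DMSO low. Detection: immunofluorescence imaging. Buffer or medium: EGM-2, gelatin.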
Casp6 inh = blocks human caspase-6 cleavage activity; purified caspase-6, Z-VEID-R110 cleavage fluorescence; hit rate 0.53% among 350,000; inhibition, % at 12.5 µM;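 active = mean inhibition across replicates at least about 35%, with every replicate also reaching that limit, limit read from the data; inconclusive = only one of the two criteria met; inactive = neither criterion met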;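 note: 0% = median of neutral control wells and 100% = no fluorescence left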
Target sequence (P55212 24-179 limits assumed): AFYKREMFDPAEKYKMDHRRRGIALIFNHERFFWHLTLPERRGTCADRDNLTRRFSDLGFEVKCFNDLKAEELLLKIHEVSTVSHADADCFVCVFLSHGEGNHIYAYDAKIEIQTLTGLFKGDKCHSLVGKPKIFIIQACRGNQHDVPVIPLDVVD
Target sequence (P55212 194-293 limits assumed): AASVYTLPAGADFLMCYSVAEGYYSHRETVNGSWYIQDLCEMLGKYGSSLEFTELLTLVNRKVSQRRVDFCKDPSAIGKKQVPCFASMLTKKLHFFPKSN
INS-1E GSIS act = primary screen for activators of insulin secretion dependent on glucose, INS-1E cells, GLuc reporter luminescence; INS-1E GLuc reporter insulin secretion, 2-3 h; activation, % at 16.6 µM; hit rate 0.61% among 370,000;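 active = lowest replicate activation of at least 40%, so every replicate reaches that level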;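 note: 0% = median of neutral control wells and 100% = median of IBMX positive control wells; some compounds called inactive have numbers as strong as hits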
RAD52 inh = blocks human RAD52 DNA annealing. recombinant RAD52 DNA annealing, FRET fluorescence. inhibition, % at 18.7 µM. hit rate 0.46% among 360,000;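 active = every replicate showing at least 50% inhibition; inconclusive = mean inhibition at least 50% but not in every replicate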
The depositor's hits bear a star; u = inconclusive; x = no result given. The order is random; any-hit rate near 3.7%.

SMILES | RAD54 inh | XiGFP reactiv | DENV2 CPE rescue | F508del corr | E-selectin induc | Casp6 inh | INS-1E GSIS act | RAD52 inh
COCCNC(=S)Nc1ccc(N2CCOCC2)c(S(=O)(=O)Nc2ccc(Cl)cc2)c1 | -4.7 | 0.1 | 1.5 | 1.2 | 0.0 | 3.4 | -7.4 | -5.2
Cc1ccccc1S(=O)(=O)Cc1ccc(C(=O)O)o1 | 3.2 | x | 9.8 | -1.1 | x | 0.0 | 7.3 | 7.1
Cc1ccc(S(=O)(=O)Nc2ccc3c(c2)C(=O)N([C@@H](C)CO)C[C@H](C)[C@@H](CN(C)C(=O)CCC(F)(F)F)OCCCC[C@@H](C)O3)cc1 | 3.5 | 0.1 | -3.8 | 1.2 | x | -0.4 | -22.1 | 16.3
CCC(Sc1nc2ccsc2c(=O)n1Cc1ccc(C(=O)O)cc1)C(=O)Nc1cccc(OC)c1 (stereo not given) | 6.2 | 0.2 | -0.6 | -0.5 | -0.2 | 1.9 | -3.2 | -2.9
CCOC(=O)c1c(C)c(C(=O)OCC)n(C)c1C | -14.1 | 0.1 | 0.7 | 0.1 | x | 0.2 | 39.2 | 3.7
COc1ccc(NS(=O)(=O)c2cc3c(cc2C)N(C(C)=O)CCO3)c(OC)c1 | 4.2 | 0.1 | 2.7 | 2.4 | 2.7 | 2.3 | 1.5 | -4.3
COC(=O)[C@]1(C)N[C@H](CN(C)C(=O)Nc2ccc(Cl)cc2)[C@@H]2C(=O)N(C)C(=O)[C@@H]21 | -18.3 | -0.2 | -5.4 | -3.6 | x | 3.9 | 23.4 | -4.3
O=C(C[C@H]1CC[C@H](NC(=O)CN2CCOCC2)[C@@H](CO)O1)NCCc1ccncc1 | -11.3 | 0.0 | 3.0 | -1.8 | 0.3 | -1.5 | 10.9 | 12.3
CN(C)/C=C/c1onc(-c2c(F)cccc2Cl)c1C#N | -3.2 | 0.3 | -2.8 | 3.1 | x | 0.1 | 2.4 | -23.9
O=C(CCCN1CC=C(n2c(=O)[nH]c3ccccc32)CC1)c1ccc(F)cc1 | 10.4 | 0.3 | -3.1 | -13.7 | 0.5 | -0.9 | x | -13.7
O=C(C1CCCN(Cc2ccccc2[N+](=O)[O-])C1)N1CCCCC1 (stereo not given) | 9.9 | 0.0 | -0.2 | -0.5 | x | 0.1 | 10.6 | -18.1
COC(=O)[C@]12C[C@H](CC(=O)N3CCOCC3)C(=O)N(CCC3=CCCCC3)C1=C[C@H](C(C)(C)C)O[C@@H]2C | x | 0.1 | 9.8 | -0.8 | -0.2 | -1.0 | x | 2.7

Structural class: those above with sulfur.
SMILES | RAD54 inh | XiGFP reactiv | DENV2 CPE rescue | F508del corr | E-selectin induc | Casp6 inh | INS-1E GSIS act | RAD52 inh
COCCNC(=S)Nc1ccc(N2CCOCC2)c(S(=O)(=O)Nc2ccc(Cl)cc2)c1 | -4.7 | 0.1 | 1.5 | 1.2 | 0.0 | 3.4 | -7.4 | -5.2
Cc1ccccc1S(=O)(=O)Cc1ccc(C(=O)O)o1 | 3.2 | x | 9.8 | -1.1 | x | 0.0 | 7.3 | 7.1
Cc1ccc(S(=O)(=O)Nc2ccc3c(c2)C(=O)N([C@@H](C)CO)C[C@H](C)[C@@H](CN(C)C(=O)CCC(F)(F)F)OCCCC[C@@H](C)O3)cc1 | 3.5 | 0.1 | -3.8 | 1.2 | x | -0.4 | -22.1 | 16.3
CCC(Sc1nc2ccsc2c(=O)n1Cc1ccc(C(=O)O)cc1)C(=O)Nc1cccc(OC)c1 (stereo not given) | 6.2 | 0.2 | -0.6 | -0.5 | -0.2 | 1.9 | -3.2 | -2.9
COc1ccc(NS(=O)(=O)c2cc3c(cc2C)N(C(C)=O)CCO3)c(OC)c1 | 4.2 | 0.1 | 2.7 | 2.4 | 2.7 | 2.3 | 1.5 | -4.3

Additional results follow.
SMILES | RAD54 inh | XiGFP reactiv | DENV2 CPE rescue | F508del corr | E-selectin induc | Casp6 inh | INS-1E GSIS act | RAD52 inh
COc1ccccc1C(=O)NCCC(=O)Nc1ccc(S(=O)(=O)N2CCC(C)CC2)cc1 | -1.7 | 0.7 | 2.9 | 1.1 | 4.2 | 2.9 | -58.0 | -5.4
CC(C)C#Cc1ccc2c(c1)O[C@H](CN(C)C(=O)C1CC1)[C@H](C)CN([C@@H](C)CO)S2(=O)=O | -5.9 | -0.6 | -5.1 | 0.3 | 0.2 | -0.8 | -2.9 | 6.4
O=C(Nc1ccccc1)c1ccc2c(c1)CCN2S(=O)(=O)c1ccccc1 | -3.7 | 0.3 | -3.0 | 1.0 | x | 4.8 | -30.6 | -15.7
N#CC(CO)(Cc1ccc(OC(F)F)cc1)c1nc2ccccc2[nH]1 (stereo not given) | x | 0.0 | 1.2 | x | -2.3 | 0.0 | -14.5 | -7.2
CCN(CC)S(=O)(=O)c1ccc(N2CCOCC2)c(NC(=O)C2COc3ccccc3O2)c1 (stereo not given) | 6.6 | 0.0 | -1.5 | -2.5 | 0.3 | -5.2 | -1.1 | -23.4
CC(NCc1ccc(S(N)(=O)=O)cc1)C(=O)Nc1ccc([N+](=O)[O-])cc1Cl (stereo not given) | x | 0.0 | 5.1 | 1.2 | 0.8 | 0.8 | 36.6 | -16.6
CC(C)N1CCOC1c1ccccc1 (stereo not given) | -20.3 | 0.0 | -3.4 | -1.6 | 0.6 | -0.4 | x | -6.6
Cc1ccc(S(=O)(=O)N(C)C[C@@H]2Oc3ccc(NC(=O)CCN4CCOCC4)cc3C(=O)N([C@H](C)CO)C[C@@H]2C)cc1 | -1.9 | 0.3 | -8.1 | 1.8 | -0.2 | 0.4 | -4.8 | 5.4
COc1ccccc1NC(=O)CCN1C(=O)c2ccccc2S1(=O)=O | x | 0.2 | -1.6 | -0.5 | 1.7 | 2.2 | -0.3 | -13.2
CC[C@]12c3[nH]c4ccccc4c3CCN1C(=O)C(CC(=O)NCc1ccc(OC)c(OC)c1)C[C@@H]2C(=O)N1CCN(C(=O)C2CC2)CC1 (stereo not given in full) | -8.1 | -0.1 | -2.8 | 3.4 | 0.7 | 0.7 | 1.0 | -8.1
C[C@@H]1CN([C@H](C)CO)C(=O)c2cccc(NC(=O)Nc3ccccc3)c2O[C@H]1CN(C)C | 11.1 | -0.7 | 2.5 | -3.1 | -0.2 | 0.0 | 12.1 | -2.0
COCC(=O)N(C[C@@H]1N[C@H](CO)[C@H]1c1ccc(-c2cccnc2)cc1)C(C)C | 1.2 | 0.1 | -6.0 | -3.6 | -0.1 | -0.5 | -9.2 | -11.8
Cc1ccc(N2C(=O)S/C(=C/c3cn(C)c4ccccc34)C2=O)cc1 | x | 0.0 | 3.8 | 2.0 | x | -4.0 | -10.0 | -14.7
CCOc1ccc(N(Cc2cc3cc(C)ccc3[nH]c2=O)C(=O)COC)cc1 | 0.4 | -0.1 | 5.5 | -7.7 | x | 0.0 | 13.0 | -40.4
COc1cccc(-c2nc(CS(=O)(=O)CC(=O)Nc3ccccc3C)c(C)o2)c1 | -5.3 | 0.0 | 9.1 | 2.6 | x | -0.5 | 10.8 | -13.2
C=CCc1cc(C=O)cc(OC)c1OCc1ccc(C(=O)O)cc1 | x | 0.0 | 12.3 | -1.1 | x | 13.0 | 35.9 | -18.9
CC(C)CC(=O)OC(C)(C)[C@@H]1Cc2c(ccc3ccc(=O)oc23)O1 | -5.9 | -0.2 | -13.0 | -0.8 | -0.1 | -0.9 | -25.5 | -1.1
Cc1nnsc1C(=O)N1CCCC(Nc2ccc(F)c(F)c2)C1 (stereo not given) | -10.0 | 0.0 | 0.1 | -2.2 | 0.1 | 0.1 | 2.7 | -4.0
CCOC(=O)[C@]12CCC=C1N(CCC1=CCCCC1)C(=O)[C@H](CC(=O)NCc1ccc(OC)c(OC)c1)C2 | x | 0.0 | -3.5 | 0.9 | -0.3 | 0.1 | -14.4 | -19.8
Cc1cccc(CNc2ncnc3ccc(-c4ccc5c(c4)OCO5)cc23)c1 | 5.9 | 0.1 | -1.1 | 1.0 | 0.0 | 1.4 | 10.5 | -14.3
CCCN(C)C[C@@H]1Oc2cc(C#CC3CC3)ccc2S(=O)(=O)N([C@@H](C)CO)C[C@@H]1C | -5.6 | -0.9 | 1.0 | -0.5 | -0.3 | -0.7 | -0.9 | -5.4
O=C(CN(C(=O)CNC(=O)c1cccs1)c1ccccc1)NC1CCCCC1 | 13.8 | 0.3 | -1.5 | 1.7 | -3.8 | 0.8 | 3.9 | 0.0
CCCNC(=O)N1C[C@@H](O)COC[C@H]2O[C@@H](CC(=O)N[C@@H]3CCN(Cc4ccccc4)C3)CC[C@@H]21 | -0.3 | 0.2 | 6.7 | 0.7 | 0.0 | -1.7 | 1.6 | -4.1
Cc1ccccc1NC(=O)C(C)SCc1ccccc1 (stereo not given) | -6.6 | 0.1 | -7.2 | -1.1 | 0.2 | -1.1 | 5.0 | 0.6
COc1cc(C(C)=O)ccc1OC(=O)c1cc2cccc(OC)c2oc1=O | 9.9 | 0.0 | x | 2.9 | 4.6 | -0.8 | -29.0 | -4.6
Cc1cc(C(=O)Nc2cccc3c2O[C@@H](CN(C)S(=O)(=O)c2ccc(Cl)cc2)[C@H](C)CN([C@H](C)CO)C3=O)n(C)n1 | 3.8 | 0.0 | -1.2 | -2.2 | -0.3 | 3.8 | -1.5 | 2.6
COc1cccc(-c2nc(=S)c3c(o2)CCCC3)c1 | x | -0.1 | 0.6 | -0.8 | x | 0.8 | -7.7 | -4.9
CCC(C)/C(C)=N/NC(=O)C1COc2ccccc2O1 (stereo not given) | x | 0.4 | -3.0 | x | x | -1.1 | -2.2 | -1.7
O=C(NCc1ccccc1)c1onc(CS(=O)(=O)c2ccccn2)c1C(=O)NCc1ccccc1 | -5.2 | 0.0 | -15.8 | -0.4 | -0.1 | -7.3 | -8.9 | -19.3
COc1ccc(/C=N/Nc2cc(N(C)C)nc(N(C)C)n2)cc1 | x | -0.1 | -4.1 | x | x | 8.5 | -13.3 | 6.6
CCc1ccc(/C=C2/SC(=S)N(CCC(=O)Nc3cccc(C(=O)O)c3)C2=O)cc1 | -7.0 | 0.0 | -5.5 | -0.6 | 1.2 | -1.5 | 4.9 | -178.4
COCC(=O)N1CC(=O)N2[C@H](CO)[C@H](c3ccc(C#CCc4ccccc4)cc3)[C@@H]2C1 | x | 0.1 | -16.0 | -3.2 | 0.4 | -1.4 | -1.3 | 9.1
C[C@@H]1CN([C@@H](C)CO)C(=O)Cc2cc(NC(=O)Nc3ccc(F)cc3)ccc2O[C@H]1CN(C)Cc1ccc(-c2ccccc2)cc1 | 9.3 | -0.2 | 5.2 | 1.2 | 0.2 | -0.1 | 4.1 | 9.4
Cc1ccc(C(=O)Cn2c(=N)n(CCN3CCOCC3)c3ccccc32)cc1 | -8.3 | 0.1 | u | 3.7 | 0.0 | -2.0 | 1.4 | 2.6
COc1ccc(OC)c(NC(=O)C2CCCN2S(=O)(=O)c2cccc3nsnc23)c1 (stereo not given) | 6.9 | -0.1 | -3.4 | 1.5 | -0.5 | 1.8 | 15.3 | -5.6
Cc1ccc(CNc2cccnc2)cc1 | -13.0 | -0.1 | 3.6 | -3.9 | 0.0 | -3.8 | -12.8 | -9.2
